Bioassay records: PubChem, National Center for Advancing Translational Sciences (NCATS)
GCN5L2 inh = GCN5L2 (KAT2A) acetyltransferase inhibition. Q92830. GCN5L2 HAT assay, ThioGlo1 CoA-SH fluorescence. Potency, µM (titrated, usually from 58.9 µM), without a hit: at the highest dose activity change, negative = inhibition, hits mostly inhibitors. actives 0.21% (n = 390,000). AID 504327
Target sequence (Q92830 whole entry, looked up): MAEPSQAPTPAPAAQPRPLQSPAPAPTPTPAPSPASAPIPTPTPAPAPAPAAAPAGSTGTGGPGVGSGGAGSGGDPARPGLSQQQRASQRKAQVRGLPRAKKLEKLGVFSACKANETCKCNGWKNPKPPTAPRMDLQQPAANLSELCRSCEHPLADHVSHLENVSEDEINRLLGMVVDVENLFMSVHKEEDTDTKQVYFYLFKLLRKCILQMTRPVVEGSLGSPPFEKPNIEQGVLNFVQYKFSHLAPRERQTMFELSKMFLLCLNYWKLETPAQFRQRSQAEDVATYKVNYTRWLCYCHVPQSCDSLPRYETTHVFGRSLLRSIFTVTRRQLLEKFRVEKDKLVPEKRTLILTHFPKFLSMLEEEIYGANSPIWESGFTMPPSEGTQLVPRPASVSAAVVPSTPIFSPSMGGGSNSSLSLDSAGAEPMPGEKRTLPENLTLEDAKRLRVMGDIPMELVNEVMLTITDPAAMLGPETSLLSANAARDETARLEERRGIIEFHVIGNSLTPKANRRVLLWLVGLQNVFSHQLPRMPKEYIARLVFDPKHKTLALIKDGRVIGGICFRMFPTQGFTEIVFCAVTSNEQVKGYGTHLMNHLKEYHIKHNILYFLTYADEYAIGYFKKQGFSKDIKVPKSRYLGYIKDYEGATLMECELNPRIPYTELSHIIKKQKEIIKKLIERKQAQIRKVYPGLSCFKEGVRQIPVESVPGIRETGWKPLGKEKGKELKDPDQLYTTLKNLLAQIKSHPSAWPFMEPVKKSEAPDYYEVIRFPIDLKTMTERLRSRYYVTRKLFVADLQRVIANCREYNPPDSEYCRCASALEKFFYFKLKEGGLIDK
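GCN5L2 (20 nM) in 50mM HEPES pH 7.5, 0.1mM EDTA, 0.01% Tween-20 preincubated 15 min with compounds at room temperature. Reaction started with H3(1-25) 75uM, acetyl-CoA 70uM, ThioGlo1 50uM; CoA-thiol fluorescence (Ex340/Em540) read at 0 and 20 min.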
TDP1 cell noCPT = qHTS for Inhibitors of human tyrosyl-DNA phosphodiesterase 1 (TDP1): qHTS in cells in absence of CPT; DT40 Tdp1-/- hTDP1 cells, no CPT, ATP luminescence, 48 h; Potency, µM (doses to about 46.2 µM), inactives show at the top dose activity change, negative = growth inhibition, hits mostly inhibitors; actives 15% (n = 420,000); also: nearly all actives have a fitted effect of over 55% in size
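No-CPT arm: Tdp1-/-;hTDP1 DT40 cells (400/well) plus compounds, incubated ≥48 hr at 37 °C. Readout CellTiter-Glo luminescence.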
DT40 TDP1 CPT = growth inhibition of DT40 Tdp1-/-;hTDP1 cells with camptothecin (screen for TDP1 inhibitors); chicken DT40 Tdp1-/-;hTDP1 cells + 20 nM CPT, ATP luminescence, 48 h; actives 12% (n = 420,000); Potency, µM (doses to about 46.2 µM), for the others: top-dose activity change, negative = growth inhibition, usual class: inhibitors; AID 686979; also: nearly all actives have a fitted effect of over 55% in size
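Chicken DT40 Tdp1-/- cells complemented with human TDP1, 400 cells/well, exposed to compounds plus 20 nM camptothecin for at least 48 h at 37 C; viability read as ATP content by CellTiter-Glo luminescence.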
* = called active by the depositor; ? = inconclusive; . = no result given; & = joins results of further samples; [ ] = remark or other dose. Calls follow the shape of the dose curve; as a rule, active = well fitted curve in the direction sought with a large enough effect; inconclusive = small, poorly fitted or top-dose-only effect, or another doubt; inactive = no such curve, though single readings can be large; an effect the other way counts as inactive or inconclusive. % is scaled to controls: 0 for no effect and ±100 for the full control effect; potency is read from the fitted curve at half-maximal effect. Compounds as they come; any-hit rate near 18%.

SMILES	GCN5L2 inh	TDP1 cell noCPT	DT40 TDP1 CPT
Cc1ccc(C(=O)N2CCN(C(=O)c3ccco3)CC2)cc1NC(=O)c1ccco1	-2.6%	-15.5%	-0.3%
Cc1ccc(S(=O)(=O)N2CCCCC2CCNC(=O)C(=O)NC2CC2)cc1 (centres undefined)	-4.0%	?	?
CCOc1cc(N2CCOCC2)c(OCC)cc1NC(=O)c1ccccc1N1CCCC1=O	.	?	?
Cc1cccc(S(=O)(=O)NNC(=O)Cc2cccn2C)c1	-2.7%	-10.4%	?
CC1C2CC(C(S(=O)(=O)N3CCOCC3)C2=O)C1(C)C (centres undefined)	-3.5%	-1.8%	-1.5%
COc1ccc(NC(=O)CN2CCc3ccccc3C2)cc1OC	-0.9%	?	-3.6%
Cc1cc(O)c(C(C[N+](=O)[O-])c2ccc(Cl)cc2Cl)c(=O)o1 (centres undefined)	-2.9%	16.4µM*	18.4µM*
CS(=O)(=O)C1=NSC2=NC(=O)/C(=C\c3cccn3-c3ccccc3Cl)C(=N)N21	?	-24.8%	-6.9%
O=C(O)c1ccc(/C=N/NC(=O)C(O)(c2ccccc2)c2ccccc2)cc1	-3.8%	-7.6%	-1.6%
Cc1ccc(S(=O)(=O)NCCN=C(CN2CCOCC2)NS(=O)(=O)c2ccc(C)cc2)cc1	-23.3%	-1.7%	1.4%
Cc1cc([N+](=O)[O-])nn1CC(=O)Nc1ccc(F)cc1	-4.7%	-0.6%	-8.6%
CCOc1ccc(NC(=O)CCS(=O)(=O)c2ccc3c(c2)CCCN3C(=O)CC)cc1	0.4%[0.501 µM]	-11.2%	?
CC(=O)Nc1cccc(NC(=S)Nc2cccc3ccccc23)c1	-10.2%	-18.6%	-20.8%
COc1cc(C(=O)Nc2cc(C(F)(F)F)ccc2-n2cncn2)cc(OC)c1OC	-13.8%	-28.2%	-10.2%
O=C(c1ccc(S(=O)(=O)N2CCOCC2)cc1)N1CCN(c2ccc(F)cc2)CC1	-1.1%	?	-20.4%
CCOC(=O)C1=C(C)NC2=C(C(=O)CCC2)C1c1cccnc1 (centres undefined)	1.2%	-6.0%	-11.2%
C/C(=N\NC(=S)Nc1cccc(C)c1)c1ccco1	-3.3%	?	?
COc1ccc(C2C=C(c3ccc(Cl)cc3)Nc3nc(NC(=O)CCC(=O)O)nn32)cc1 (centres undefined)	-3.8%	-24.7%	5.8%
Cc1ccc(S(=O)(=O)Nc2cccc(-c3ccc(N4CCCC4)nn3)c2)c(C)c1	-10.6%	?	-24.5%
COc1ccccc1NC(=O)CSc1nnc(Cc2ccccc2)o1	.	0.1%	-11.2%
O=C(NCCCN1CCCCC1)C1CCCN(c2ncnc3c2nc2n3CCCCC2)C1 (centres undefined)	-10.3%	1.3%	4.3%
COc1ccccc1CNC(=O)c1ccc(-c2nc(CS(=O)c3ccc(C)cc3)c(C)o2)cc1 (centres undefined)	-8.2%	13µM*	?
Cc1[nH]n(-c2ccc(Cl)cc2)c(=O)c1C=Nc1ccc(S(=O)(=O)N2CCOCC2)cc1	-3.7%	?	-30.0%
O=C(NC1CC1)C1=C[C@@H](c2coc3ccccc3c2=O)C[C@@H](OCc2ccc(CO)cc2)O1	0.5%	-29.7%	?
CCC(NS(=O)(=O)c1ccc(OC)cc1)C(=O)NCCC1=CCCCC1 (centres undefined)	-8.0%	-16.5%	-23.4%

Gathered by group: the compounds so far with fluorine
SMILES	GCN5L2 inh	TDP1 cell noCPT	DT40 TDP1 CPT
Cc1cc([N+](=O)[O-])nn1CC(=O)Nc1ccc(F)cc1	-4.7%	-0.6%	-8.6%
COc1cc(C(=O)Nc2cc(C(F)(F)F)ccc2-n2cncn2)cc(OC)c1OC	-13.8%	-28.2%	-10.2%
O=C(c1ccc(S(=O)(=O)N2CCOCC2)cc1)N1CCN(c2ccc(F)cc2)CC1	-1.1%	?	-20.4%

A second format for part of the listing above:
| smiles | GCN5L2 inh | TDP1 cell noCPT | DT40 TDP1 CPT |
| --- | --- | --- | --- |
| Cc1ccc(S(=O)(=O)NCCN=C(CN2CCOCC2)NS(=O)(=O)c2ccc(C)cc2)cc1 | -23.3% | -1.7% | 1.4% |
| COc1ccc(C2C=C(c3ccc(Cl)cc3)Nc3nc(NC(=O)CCC(=O)O)nn32)cc1 (centres undefined) | -3.8% | -24.7% | 5.8% |
| COc1ccc(NC(=O)CN2CCc3ccccc3C2)cc1OC | -0.9% | ? | -3.6% |
| O=C(O)c1ccc(/C=N/NC(=O)C(O)(c2ccccc2)c2ccccc2)cc1 | -3.8% | -7.6% | -1.6% |

(list continues)
SMILES	GCN5L2 inh	TDP1 cell noCPT	DT40 TDP1 CPT
[O-]C1=N/[N+](=C/c2ccc(Cl)cc2)CC1	-7.7%	-13.5%	-6.6%
CCCNC(=O)Nc1nc(CC(=O)OCC)cs1	0.0%	-4.4%	-1.4%
CC1c2cc3c(cc2CCN1C(=O)c1ccc(Br)cc1)OCCCO3 (centres undefined)	1.5%	7.31µM*	16.4µM*
CCC(=O)Nc1ccc(C(=O)Nc2ccc(Br)cc2F)cc1	2.4%	1.3%	8.7%
O=c1cc(-c2cccc(O)c2)oc2cc(O)ccc12	.	-24.8%	-28.0%
CC1Cc2cc(S(=O)(=O)N3CCC(C(=O)N(C)Cc4ccccc4)CC3)ccc2N1C(=O)C1CC1 (centres undefined)	-7.2%	?	?
COc1cc(Cl)c(C)cc1NC(=O)COC(=O)C1CC1C (centres undefined)	-5.2%	8.7%	0.0%
Cc1[nH]n2c(=O)c3c(nc2c1-c1ccccc1)CCC3	-4.7%	-23.9%	-15.5%
Cc1ccc(SCC(=O)Nc2ccc(C(=O)Nc3ccc(O)cc3)cc2)cc1	0.0%	3.9%	-5.2%
O=C(CSc1nnnn1C1CCCC1)Nc1ccc(F)cc1	-3.8%	-7.1%	-15.1%
Cc1ccc(S(=O)(=O)N2CCN(C(=O)c3c(-c4ccccc4)noc3C)CC2)cc1C	0.6%	-69.2%	?
CCOc1ccccc1N(C)C(=O)c1cn(C)c(=O)c2ccccc12	?	-13.8%	5.2%
CSc1cccc(NS(=O)(=O)c2ccc(C(C)=O)cc2)c1	-2.8%	?	?
Cc1ccc(N2CCN(C(=O)C(=O)c3ccc4c(c3)OCO4)CC2)cc1	.	1.1%	-8.5%
COc1ccc(/C=C(\C#N)c2nc(-c3cc4c(ccc5ccccc54)oc3=O)cs2)cc1O	-4.6%	3.26µM*	2.91µM*
COc1c2ccoc2c(OCC=C(C)C)c2oc(=O)ccc12	-3.6%	?	?
O=C(Nc1ccc(C(F)(F)F)cc1)C1CC(=O)N(c2ccc3c(c2)OCCO3)C1 (centres undefined)	-15.8%	-16.2%	-14.7%
CCN(CC)S(=O)(=O)c1ccc(N2CCOCC2)c(NC(=O)c2cc3ccccc3oc2=O)c1	-9.8%	16.4µM*	?
NNC(=S)Nc1c(F)cc(F)cc1Br	-12.4%	13µM*	?
O=C(CSc1oc(-c2ccc(F)cc2)nc1S(=O)(=O)c1ccccc1)NC1CCCCC1	-2.3%	?	?
CC(NC(=O)c1ccc(CS(=O)(=O)c2ccc(Cl)cc2)o1)c1ccc2c(c1)OCCO2 (centres undefined)	-3.3%	?	-25.0%
O=C1OC(c2ccc(O)cc2)(c2ccccc2O)c2ccccc21 (centres undefined)	.	-18.6%	8.5%
c1ccc(-c2c[nH]c3[n+]2CCCCC3)cc1	-0.3%[0.501 µM]	9.2µM*	-29.4%
CCOc1ccc(C(=O)Nc2ncn[nH]2)cc1	-23.4%	-2.3%	14.8%
CCCN(CCC)c1ccc(CC(=O)NC(C)Cc2ccccc2)cc1 (centres undefined)	20.9%	?	-27.0%

Looked up above.
Entry for Cc1ccc(C(=O)N2CCN(C(=O)c3ccco3)CC2)cc1NC(=O)c1ccco1 under GCN5L2 inh: -2.6%
Entry for CC(=O)Nc1cccc(NC(=S)Nc2cccc3ccccc23)c1 under GCN5L2 inh: -10.2%

Other structures:
SMILES	GCN5L2 inh	TDP1 cell noCPT	DT40 TDP1 CPT
C/C=C/COC(=O)c1[nH]c2c(c1C)C(=O)CC(c1ccc(N(C)C)cc1)C2 (centres undefined)	-29.0%	16.4µM*	25.9µM*
CCC(CC)N1CCN(C(=O)c2cccc(Cl)c2)CC1	-5.7%	-22.3%	-23.4%
c1cnc2ccc(-n3ccnc3)cc2c1	.	?	?
COCCNC(=O)C(=O)Nc1cc2c3c(c1)CC(=O)N3CCC2	-2.3%	?	28.3%
COc1ccc2c(c1)C[C@]1(C)c3ccccc3C(=O)N(Cc3ccccc3)[C@H]21	.	6.31µM*	16.4µM*
Cc1cc(OCC(=O)Nc2ccc3c(c2)OCCO3)cc(C)c1Cl	-7.6%	-20.7%	?
CC1CC(c2ccccc2)=Nc2ccccc2N1 (centres undefined)	-4.9%	?	?
O=C(Nc1ccc2nc3n(c(=O)c2c1)CCCCC3)C(=O)N1CCN(c2ccccc2F)CC1	-0.1%	?	?
CCCCNC(=O)CN1CCN(c2ccc(NC(=O)c3ccc(OC)cc3)cc2C(=O)O)CC1	-3.4%	5.0%	-2.4%
CCOc1cc(-c2nc(-c3ccccc3)c(-c3cc([N+](=O)[O-])ccc3C)[nH]2)ccc1O	.	23.1µM*	?
CN(C)c1ccc(C=NCC2(O)CCOC(C)(C)C2)cc1 (centres undefined)	-7.4%	-5.3%	-25.5%
NS(=O)(=O)c1ccc(CCNC(=O)c2ccccc2OCc2ccc(F)cc2)cc1	-6.0%	?	-26.0%
CCCCOC(=O)c1ccc(NC(=O)c2c(OC)cccc2OC)cc1	-8.4%	12.8%	-15.7%
CCN(CC)S(=O)(=O)c1cc(OC)c(Cl)cc1OC	-11.6%	-22.2%	21.6%
O=C(c1cnc(-c2ccccc2)s1)c1ccc(Cl)cc1Cl	-4.8%	-22.8%	-22.3%
CC(=O)Nc1ccc(NC(=O)CSc2nnnn2-c2ccccc2F)cc1	3.2%	11.6%	-24.4%
Cc1cccc(NC(=O)c2cc(-c3c(C)cc(C)cc3O)n[nH]2)c1	0.9%	-1.8%	24.3%
CC(C)N1C(=O)C2C(C(=O)NC3CCCCC3)C3C=CC2(O3)C1C(=O)NC1CCCCC1 (centres undefined)	0.7%	-10.2%	-2.9%
CCCCCCCCCCCCCCCC(=O)OC[C@H](COP(=O)([O-])OCC[N+](C)(C)C)OC(=O)CCCCCCCCCCCCCCC	2.2%	-6.9%	10.8%
C=CCOc1nc2c(c(=O)n(C)c(=O)n2C)n1Cc1ccccc1Cl	1.6%	23.1µM*	16.4µM*
CC1(C)CC2(CCO1)OC(=O)CC2C(=O)NCc1ccccc1 (centres undefined)	0.0%	-5.1%	-4.0%
COc1ccc(-c2nnc(SCC(C)C)o2)cc1	-17.2%	-5.1%	1.9%
Cc1ccc(C(=O)N/C(=C\c2cccs2)C(=O)NCCc2c[nH]c3ccccc23)cc1	4.4%	?	?
Nc1c(CC(=O)O)cccc1C(=O)c1ccccc1	.	1.3%&-3.6%	11.2%&1.7%
CCN1CCN(C(=O)Nc2ccc(Cc3ccc(NC(=O)N4CCN(CC)CC4)cc3)cc2)CC1	-3.3%	-21.9%	-24.6%
COc1ccc(C2C(C(=O)Nc3ccc(C)cc3C)=C(C)Nc3nc(SC)nn32)cc1OC (centres undefined)	3.6%	-13.7%	-11.5%

Part of the list above, reformatted.
SMILES,GCN5L2 inh,TDP1 cell noCPT,DT40 TDP1 CPT
COCCNC(=O)C(=O)Nc1cc2c3c(c1)CC(=O)N3CCC2,-2.3%,?,28.3%
COc1ccc2c(c1)C[C@]1(C)c3ccccc3C(=O)N(Cc3ccccc3)[C@H]21,.,6.31µM*,16.4µM*
Cc1cc(OCC(=O)Nc2ccc3c(c2)OCCO3)cc(C)c1Cl,-7.6%,-20.7%,?
CC1CC(c2ccccc2)=Nc2ccccc2N1 (centres undefined),-4.9%,?,?
O=C(Nc1ccc2nc3n(c(=O)c2c1)CCCCC3)C(=O)N1CCN(c2ccccc2F)CC1,-0.1%,?,?
CCCCNC(=O)CN1CCN(c2ccc(NC(=O)c3ccc(OC)cc3)cc2C(=O)O)CC1,-3.4%,5.0%,-2.4%
